# PRMT1 FP inh – inhibitors of human PRMT1. recombinant PRMT1, activity-based probe fluorescence polarization. AID 652257. 370,000 compounds, 1.3% hits. inhibition, % at 2.79 µM. Q99873;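 active = inhibition above about 21% made by adding two undisclosed values, limit read from the data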
# SIAE primary – human SIAE inhibition, primary screen | Q9HAT2 | SIAE FP-Rh probe binding, fluorescence polarization | inhibition, % at 9.66 µM | 370,000 compounds, 0.69% hits;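 active = inhibition above a cutoff: mean of compounds within the control limits plus 3 SD of those, cut at about 17% in these data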;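 also: 0% = plate median of compound wells and 100% = probe without SIAE protein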
# mABHD4 FP – inhibits mouse alpha/beta hydrolase domain 4 | purified mABHD4, FP-Rh probe fluorescence polarization | Q8VD66 | 370,000 compounds, 0.54% hits | inhibition, % at 8.92 µM;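 active = inhibition exceeding the mean over every tested compound plus 3 SD, cut at about 30% in these data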;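 also: 0% = plate median of compound wells and 100% = S159A mutant with DMSO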
#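 Test system: mABHD4 protein | Buffer or medium: HEPES pH 7.0 buffer, 150 mM NaCl, 0.01% Pluronic F-127 | Probe or stimulus: FP-Rh fluorescent activity-based probe, added after compound pre-incubation | Timing: Pre-incubation 45 min, probe exposure 60 min, at 25 °C | Technique: Fluorescence polarization, excitation 525 nm, emission 598 nm, BODIPY TMR filters | Repeats: Single well per compound (singlicate)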
# TCR-CD3 inh – inhibitors of human TCR-CD3 interaction; inhibition, % at 9.4 µM; AID 651800; 360,000 compounds, 0.37% hits; TAMRA-labeled TCR probe fluorescence, biochemical; in the data active = inhibition above about 19%;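 also: recombinant mutant TCR 2C K166C tagged with TAMRA read by polarization; 0% = receptor in buffer alone and 100% = receptor with positive control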
# NPR1 activator – GC-A (human) enzyme activation. P16066. HEK293 GC-A cells, cGMP TR-FRET, EC30 ANP; 0% at EC30 ANP, 100% saturating ANP. activation, % at 10 µM. 370,000 compounds, 0.14% hits. AID 1671463; in the data active = activation above about 40%
# Target sequence (P16066 whole entry, looked up): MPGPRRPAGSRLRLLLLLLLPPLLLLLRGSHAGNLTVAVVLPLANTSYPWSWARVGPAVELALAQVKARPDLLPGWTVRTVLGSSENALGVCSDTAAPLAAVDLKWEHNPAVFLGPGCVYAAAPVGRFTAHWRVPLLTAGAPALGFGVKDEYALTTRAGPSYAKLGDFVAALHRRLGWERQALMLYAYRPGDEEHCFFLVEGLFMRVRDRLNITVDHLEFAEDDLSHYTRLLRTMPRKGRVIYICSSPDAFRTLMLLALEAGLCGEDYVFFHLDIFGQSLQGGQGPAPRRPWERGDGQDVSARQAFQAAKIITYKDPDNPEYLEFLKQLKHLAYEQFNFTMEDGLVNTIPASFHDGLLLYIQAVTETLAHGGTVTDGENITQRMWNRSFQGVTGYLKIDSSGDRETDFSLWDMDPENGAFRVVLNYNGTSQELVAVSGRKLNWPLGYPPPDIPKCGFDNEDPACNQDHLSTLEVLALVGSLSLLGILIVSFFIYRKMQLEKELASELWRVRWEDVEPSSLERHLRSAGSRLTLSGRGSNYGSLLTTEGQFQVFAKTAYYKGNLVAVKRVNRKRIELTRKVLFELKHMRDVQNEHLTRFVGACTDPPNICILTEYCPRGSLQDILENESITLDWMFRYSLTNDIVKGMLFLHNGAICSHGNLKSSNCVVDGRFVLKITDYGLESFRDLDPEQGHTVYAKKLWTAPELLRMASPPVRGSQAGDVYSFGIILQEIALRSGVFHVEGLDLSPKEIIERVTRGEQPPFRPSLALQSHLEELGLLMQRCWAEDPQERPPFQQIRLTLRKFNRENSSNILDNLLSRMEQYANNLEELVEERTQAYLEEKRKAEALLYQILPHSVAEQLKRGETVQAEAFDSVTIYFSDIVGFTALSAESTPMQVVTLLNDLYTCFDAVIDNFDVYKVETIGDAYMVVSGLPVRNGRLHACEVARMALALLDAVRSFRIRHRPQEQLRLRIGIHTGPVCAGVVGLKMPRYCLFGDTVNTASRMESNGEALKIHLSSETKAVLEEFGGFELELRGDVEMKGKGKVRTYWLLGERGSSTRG
# HTRA1 inhibitor – inhibitors of human serine peptidase HTRA1; recombinant HTRA1, FP-rhodamine activity-based probe, fluorescence polarization; AID 504803; Q92743; 340,000 compounds, 0.5% hits; inhibition, % at 5.96 µM; in the data active = inhibition above about 36%;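 also: 0% = enzyme with DMSO and 100% = wells lacking enzyme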
# UHRF1 binding – human UHRF1 methylated DNA binding inhibitors; UHRF1 binding to methylated oligo, TR-FRET; 370,000 compounds, 0.75% hits; inhibition, % at 4.4 µM; in the data active = inhibition above about 21%;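 also: UHRF1 SRA domain binding a hemimethylated CpG hairpin DNA probe; 0% = median of test compound wells and 100% = reference inhibitor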
# MBD2 inh – inhibitors of human MBD2 binding to methylated oligonucleotide; 370,000 compounds, 0.31% hits; TR-FRET; inhibition, % at 4.4 µM; Q9UBB5; in the data active = inhibition above about 13%
# rCAG RNA binder – r(CAG) repeat RNA binding; inhibition, % at 3 µM; TO-PRO-1 dye displacement fluorescence; 370,000 compounds, 1.3% hits;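 active = inhibition above the plate cutoff, the mean of all test compounds on that plate plus 3 SD, cut at about 35% in these data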;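 also: 0% = DMSO alone and 100% = 100 µM mitoxantrone as full dye displacement; higher means more dye released from RNA so lower well fluorescence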
# GC-B act – GC-B (human) receptor activation | P20594 | HEK293-GC-B cells, CNP EC30, cGMP TR-FRET; 0% at EC30 CNP, 100% saturating CNP | activation, % at 10 µM | 370,000 compounds, 0.11% hits | AID 1920062;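 active = activation at 10 µM reaching about 35% in either raw or pattern-adjusted values, limit read from the data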
# Starred values were filed as active, the others as inactive; x = no result given.
entry	SMILES	PRMT1 FP inh	SIAE primary	mABHD4 FP	TCR-CD3 inh	NPR1 activator	HTRA1 inhibitor	UHRF1 binding	MBD2 inh	rCAG RNA binder	GC-B act
1	COc1ccc(/C(C)=N/NC(=O)c2cccc(S(=O)(=O)N3CCCC3)c2)c(O)c1	1	15	16	34*	-7	16	1	2	26	-7
2	COc1ccc(-c2cc3c(=O)n(CC(=O)NCCCN4CCC(Cc5ccccc5)CC4)ncn3n2)cc1	0	6	9	1	1	7	-1	2	0	-13
3	COC(=O)c1ccc(NC(=O)c2ccc(CN3CCOCC3)cc2)cc1	-1	-8	-12	3	1	-4	3	2	2	-2
4	O=C(NCc1ccncc1)[C@@H]1CCCN1C(=O)[C@H]1CCCN1C(=O)c1cccs1	-4	-5	0	4	3	x	-1	-2	1	-2
5	O=C1C2C3C=CC(C3)C2C(=O)N1c1ccncc1 (stereo not given)	-2	1	9	-2	-1	0	-1	3	0	-2
6	O=C(CSCc1ccc(F)cc1)N1CCN(c2ccccc2)CC1	0	14	9	6	2	-1	4	4	-5	-1
7	Cc1cccc(CC(=O)N2CCC(N3CCC(C(=O)N4CCOCC4)CC3)CC2)c1	7	-2	-1	-6	-1	6	1	0	-4	2
8	COc1ccc(C)cc1NC(=O)CN1C(=O)c2cccc3cccc1c23	-1	-12	-1	10	-3	-1	-2	0	0	-3
9	CCOC(=O)/C(C#N)=C\c1ccc(OC)c(OC)c1	-2	-12	4	6	-1	8	-1	2	-5	-9
10	Cc1ccc2c(c1)c(=O)c1c3n2CCN(C(=O)CCl)C3CC1 (stereo not given)	10	6	21	2	0	48*	-4	-9	22	1
11	O=c1cc(Cc2ccccc2)[nH]c(=S)[nH]1	0	3	12	-9	-4	5	1	6	-1	2
12	CCCc1nnc(NC(=O)CCC(=O)N2CCCCCC2)s1	-2	9	0	5	2	-2	1	-3	-3	-9
13	CCn1cc(C(=O)N2CCCC(N3CCN(c4cccc(C(F)(F)F)c4)CC3)C2)cn1 (stereo not given)	-1	-1	0	11	2	4	0	0	-9	1
14	CN1CCN(NC(=O)Nc2ccc([N+](=O)[O-])cc2)CC1	1	0	-3	-2	3	1	0	-6	-1	1
15	Cn1c(NC(=O)c2cccnc2)nc2ccccc21	1	2	2	2	-7	-4	-4	0	4	-11
16	COc1ccc(Nc2ccc(OC)cc2)cc1	6	3	14	7	-3	x	2	-1	0	-5
17	O=C(c1cc([N+](=O)[O-])cc([N+](=O)[O-])c1)N1CCOCC1	1	-4	-2	5	-2	1	0	-4	-1	6
18	CC1CN(S(=O)(=O)c2ccc(-c3nc4ccccc4s3)cc2)CC(C)O1 (stereo not given)	1	4	-2	3	-5	-1	-1	-2	2	-3
19	O=C(Cn1c(=O)[nH]c2ccccc2c1=O)N1CCN(c2cccc(Cl)c2)CC1	5	-2	7	-6	1	5	-1	-1	-1	3
20	CC12CCC(=O)N1C(C(=O)NNC(=O)c1ccccc1Cl)CS2 (stereo not given)	0	3	-2	3	2	8	0	3	3	1
21	CCC(=O)Nc1ccc(C(=O)N2CCN(C(=O)c3ccco3)CC2)cc1	0	-6	-3	6	0	-2	-1	0	8	2
22	COc1ccc(NC(=O)CN2C(=O)C(=O)N(C3CCCC3)C2=O)c(OC)c1	-2	0	6	-1	1	16	-2	-3	6	1
23	COc1ccc(N2C(=O)CC(Sc3nnc(-c4ccccc4)o3)C2=O)cc1 (stereo not given)	63*	-14	0	-6	9	-1	-2	5	5	-7
24	Cc1ccc(-n2c(CSc3nc(C)cc(C)n3)nnc2SCC(=O)Nc2nccs2)cc1	3	3	2	0	-38	3	1	5	-1	-16
25	Cc1cccc2cc(CN(Cc3ccco3)C(=O)c3ccco3)c(=O)[nH]c12	4	-8	-14	-9	1	0	3	5	-6	2
26	CCOc1nc(NCCc2ccc(OC)c(OC)c2)nc(N2CCN(c3ccc(OC)cc3)CC2)n1	-4	3	4	1	0	4	7	-2	1	5
27	Cc1cc(C(F)(F)F)nn1Cc1n[nH]c(=S)n1-c1ccc(Cl)cc1	15	7	0	-2	-3	-1	6	-1	4	0
28	Cc1ccc2cc(CN(CCN3CCCC3)C(=O)Nc3ccccc3)c(=O)[nH]c2c1C	-4	-7	1	4	2	-15	1	-1	0	-5
29	O=C(O)c1ccc2c(c1)C(c1ccccc1)OC2=O (stereo not given)	2	-4	3	4	4	2	3	-3	4	5
30	CCc1c(C)c(C#N)c2nc3ccccc3n2c1Nc1c(C)n(C)n(-c2ccccc2)c1=O	0	1	-2	3	-17	2	-1	-11	1	-8
31	O=C(CCCN1C(=O)/C(=C\c2ccccc2)SC1=S)Nc1ccc(O)cc1	7	-10	-45	-6	-2	x	2	7	8	-2
32	Cc1nn(-c2ccccc2)c(N)c1C(c1ccccc1)c1c(C)nn(-c2ccccc2)c1N	-2	-2	1	4	-5	-6	-3	-3	2	-1
33	CCc1cc2c(SCC(=O)C(C#N)=C3N(C)c4ccccc4N3C)ncnc2s1	0	-2	1	-1	0	-14	0	3	-5	1
34	CCOc1cc(C2NN=C(c3ccccc3)S2)ccc1OCc1ccc(F)cc1 (stereo not given)	1	6	-1	5	0	-10	-4	0	3	-4
35	COc1ccccc1-n1c(SCC(=O)O)nnc1-c1ccc(S(=O)(=O)N2CCCCC2)cc1	0	0	1	2	1	-2	0	1	18	2
36	Cc1ccc(S(=O)(=O)N[C@H](C(=O)N2CCC(C(=O)N[C@@H](CC(=O)O)C(=O)O)CC2)C(C)C)cc1	-6	5	-3	-3	4	-7	3	3	-2	-7
37	OCn1c2ccccc2c2ccccc21	1	6	-10	-5	6	3	-2	-4	2	2
38	COc1cccc(-c2nc3ccc([N+](=O)[O-])cc3o2)c1	2	-4	0	2	8	7	-1	-4	2	-7
39	CC1CCCCN1C(=O)c1c([N+](=O)[O-])cnn1C (stereo not given)	-1	6	7	5	4	4	1	-5	-1	2
40	CCOC(=O)C(NC(=O)c1cccc(Cl)c1)(Nc1nnc(C)s1)C(F)(F)F (stereo not given)	1	2	4	-5	-2	4	2	4	-4	-1

# Arranged by count of non-hydrogen atoms (low to high): 12 of the compounds above
entry	SMILES	PRMT1 FP inh	SIAE primary	mABHD4 FP	TCR-CD3 inh	NPR1 activator	HTRA1 inhibitor	UHRF1 binding	MBD2 inh	rCAG RNA binder	GC-B act
37	OCn1c2ccccc2c2ccccc21	1	6	-10	-5	6	3	-2	-4	2	2
39	CC1CCCCN1C(=O)c1c([N+](=O)[O-])cnn1C (stereo not given)	-1	6	7	5	4	4	1	-5	-1	2
29	O=C(O)c1ccc2c(c1)C(c1ccccc1)OC2=O (stereo not given)	2	-4	3	4	4	2	3	-3	4	5
38	COc1cccc(-c2nc3ccc([N+](=O)[O-])cc3o2)c1	2	-4	0	2	8	7	-1	-4	2	-7
27	Cc1cc(C(F)(F)F)nn1Cc1n[nH]c(=S)n1-c1ccc(Cl)cc1	15	7	0	-2	-3	-1	6	-1	4	0
31	O=C(CCCN1C(=O)/C(=C\c2ccccc2)SC1=S)Nc1ccc(O)cc1	7	-10	-45	-6	-2	x	2	7	8	-2
34	CCOc1cc(C2NN=C(c3ccccc3)S2)ccc1OCc1ccc(F)cc1 (stereo not given)	1	6	-1	5	0	-10	-4	0	3	-4
28	Cc1ccc2cc(CN(CCN3CCCC3)C(=O)Nc3ccccc3)c(=O)[nH]c2c1C	-4	-7	1	4	2	-15	1	-1	0	-5
24	Cc1ccc(-n2c(CSc3nc(C)cc(C)n3)nnc2SCC(=O)Nc2nccs2)cc1	3	3	2	0	-38	3	1	5	-1	-16
35	COc1ccccc1-n1c(SCC(=O)O)nnc1-c1ccc(S(=O)(=O)N2CCCCC2)cc1	0	0	1	2	1	-2	0	1	18	2
36	Cc1ccc(S(=O)(=O)N[C@H](C(=O)N2CCC(C(=O)N[C@@H](CC(=O)O)C(=O)O)CC2)C(C)C)cc1	-6	5	-3	-3	4	-7	3	3	-2	-7
26	CCOc1nc(NCCc2ccc(OC)c(OC)c2)nc(N2CCN(c3ccc(OC)cc3)CC2)n1	-4	3	4	1	0	4	7	-2	1	5

# Going on with the list:
entry	SMILES	PRMT1 FP inh	SIAE primary	mABHD4 FP	TCR-CD3 inh	NPR1 activator	HTRA1 inhibitor	UHRF1 binding	MBD2 inh	rCAG RNA binder	GC-B act
41	COc1cc(Br)c(/C=C/c2ccc3cccc(O)c3n2)cc1OC	0	8	9	0	4	10	-3	-3	14	2
42	COc1ccnc(N=CNOCc2cccc(C(F)(F)F)c2)c1C#N	3	-3	4	2	-2	3	2	7	-3	0
43	Cn1c(=O)c2c(nc(Br)n2C/C=N/NC(N)=S)n(C)c1=O	-6	4	13	-5	3	x	1	2	2	1
44	CC(=O)Nc1cccc(NC(=O)C2CCCN2C(=O)Nc2cccc(F)c2)c1 (stereo not given)	-2	3	1	1	-2	2	-3	-1	-3	4
45	Oc1c(N=NC(=S)Nc2ccccc2F)c2ccccc2n1Cc1ccccc1Cl	-1	-4	1	-6	-4	12	0	0	8	-1
46	c1ccc(CN2CCN(c3nc(N4CCOCC4)c4ccccc4n3)CC2)cc1	1	4	-2	4	-7	-6	-2	-1	-10	-6
47	CC[C@H](CO)Nc1nc(Nc2cccc(Cl)c2)c2ncn(C(C)C)c2n1	-1	14	21	3	-9	5	0	-5	-2	-31
48	COc1ccc2c(c1)CO[C@H]([C@H](O)COC(C)=O)[C@H]2/C=C/c1ccccc1	4	13	-1	x	-2	x	1	3	3	-1
49	COc1ccc(NC(=O)N2CCCC2C(=O)NCc2ccc(F)cc2)cc1 (stereo not given)	2	-8	-11	-8	-1	1	9	9	-1	-1
50	O=C(CN1C(=O)NC(c2ccccc2)(c2ccccc2)C1=O)N1CCN(c2ccccc2F)CC1	3	-6	-4	-2	-4	-11	0	2	1	-4
51	Cc1cc(Nc2ccccc2)n(-c2nc3ccccc3[nH]2)n1	-1	3	1	0	2	25	-5	-1	15	-3
52	Nc1ccc(CSc2ccc(Cl)cc2)cc1	-5	1	-4	2	1	10	3	-1	-2	-5
53	O=C1CSC(c2ccccn2)N1c1ccc(Br)cc1 (stereo not given)	-4	12	-6	3	-6	-4	-1	-5	2	-5
54	O=C(C1=C[C@@H](c2coc3ccccc3c2=O)C[C@@H](OCCCCO)O1)N1CCN(Cc2ccccc2)CC1	-3	0	10	0	-3	-7	0	6	-1	-3
55	COc1ccc2ccccc2c1-c1csc(N)n1	0	2	2	-3	4	1	2	6	-3	0
56	COc1ccc(CC(=O)NCc2ccc3c(c2)OCO3)cc1	-3	1	-1	1	2	-3	1	-3	-1	6
57	Cc1ccc(S(=O)(=O)NN2C(=O)/C(=C/c3ccc(C(=O)O)cc3)SC2=S)cc1	22*	-2	-12	0	3	-1	5	0	18	-3

# Only part of the results is shown; count on the stated rates, not on these rows.
